Assay outcomes deposited in PubChem by Broad Institute.
XiGFP reactiv = activators of X-chromosome reactivation in mouse fibroblasts | XiGFP mouse fibroblasts, % GFP-positive cells imaging, 3 d; cells co-treated with 5-aza-dC sensitizer; scaled so ellipticine positive control = 100% | activation, % at 7.58 µM | 0.055% of 360,000 active | AID 743238;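 active = mean normalized replicate activation at least 10% and every replicate at or above 10%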;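 note: 0% = median of on-plate neutral control wells and 100% = ellipticine 6 µM median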
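Schedule: 3 d treatment, 15 min room-temperature fixation; system: 68-5-11 XiGFP fibroblast line; buffer or medium: DMEM plus 5-aza-dC sensitizer; control set: ellipticine 6 µM positive control; compound: one concentration, pinned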
FN deposition inh = fibronectin deposition inhibition | inhibition, % at 12.6 µM | AH1F fibroblasts, Alexa488-fibronectin deposition fluorescence, overnight | 0.086% of 350,000 active;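 active = mean inhibition across replicates of 30% or more, regardless of how many single replicates reach that level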;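 note: positive control wells lacked labelled fibronectin entirely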
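test system = AH1F fibroblasts assembling fluorescent fibronectin matrix | quantity = 10000 AH1F cells per well | buffer or medium = DMEM plus 2% serum, read in PBS | doses = single dose, pinned | incubation = 1 h cell attachment, overnight exposure to compound and label | detection = fluorescence at 485 nm excitation, 525 nm emission | read-out basis = inhibition from reduced deposited-fibronectin fluorescence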
esBAF inh = blocks esBAF chromatin remodeling in mouse ES cells; AID 602393; 2% of 350,000 active; reporter increase, % at 12.5 µM; Bmi1-luciferase knock-in reporter, 24 h; 100% = twice the neutral-well signal; in the data active = activation above about 40%;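 note: 0% = median of the plate's neutral control wells and 100% = double that signal; a rise in the Bmi1 reporter signal indicates esBAF inhibition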
RAD54 branch = blocks human RAD54 Holliday junction branch migration. Q92698. FAM/BHQ fluorescence. inhibition, % at 10.4 µM. 0.14% of 360,000 active. AID 602329;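 active = mean normalized replicate activity at least 40 and at least half of replicates scoring 40 or more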;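 note: 0% = median of neutral control wells and 100% = median of positive control wells; inhibitors cause a drop in the FAM fluorescence signal; in these data hits start at about 50%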
Target sequence (Q92698 whole entry, looked up): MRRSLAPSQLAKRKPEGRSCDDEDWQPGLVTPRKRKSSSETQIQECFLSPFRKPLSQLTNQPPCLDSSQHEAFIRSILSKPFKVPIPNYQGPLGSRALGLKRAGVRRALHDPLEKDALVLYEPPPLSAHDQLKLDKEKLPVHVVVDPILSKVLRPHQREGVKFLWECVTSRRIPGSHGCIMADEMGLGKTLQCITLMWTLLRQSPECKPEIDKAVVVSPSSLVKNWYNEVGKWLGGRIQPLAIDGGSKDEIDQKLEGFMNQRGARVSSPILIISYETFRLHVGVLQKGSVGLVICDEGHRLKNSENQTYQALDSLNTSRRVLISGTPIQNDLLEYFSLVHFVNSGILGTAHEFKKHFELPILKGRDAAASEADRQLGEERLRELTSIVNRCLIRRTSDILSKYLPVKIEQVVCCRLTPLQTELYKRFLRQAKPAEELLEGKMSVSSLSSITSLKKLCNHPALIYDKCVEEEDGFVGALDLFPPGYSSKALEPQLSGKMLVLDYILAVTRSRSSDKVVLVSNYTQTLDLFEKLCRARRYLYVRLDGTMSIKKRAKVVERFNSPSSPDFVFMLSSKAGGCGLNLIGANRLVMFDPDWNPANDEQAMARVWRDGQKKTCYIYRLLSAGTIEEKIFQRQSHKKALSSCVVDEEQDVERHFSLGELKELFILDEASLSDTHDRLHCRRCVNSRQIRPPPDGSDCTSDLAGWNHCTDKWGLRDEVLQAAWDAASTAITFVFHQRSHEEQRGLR
S100A4 MyoIIA = inhibitors of human S100A4 binding to myosin IIA peptide | P26447 | S100A4/TAMRA-MyoIIA peptide fluorescence polarization | inhibition, % at 10.7 µM | 0.14% of 360,000 active | AID 652163;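 active = mean inhibition of at least 70% across replicates, with every replicate also reaching that level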
Target sequence (P26447 whole entry, looked up): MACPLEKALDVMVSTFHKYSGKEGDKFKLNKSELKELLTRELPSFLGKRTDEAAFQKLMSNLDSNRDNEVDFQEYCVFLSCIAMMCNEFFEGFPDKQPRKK
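Material: S100A4 monomer (human). Medium: Calcium-containing HEPES buffer, pH 7.2. Probe or stimulus: labelled myosin peptide probe, 5 nM. Compound dosing: one concentration per compound. Timing: polarization read 5 min after assay mix addition, stable 5–60 min. Benchmarks: DMSO as neutral control, TFP as positive control.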
EWS-Fli inh = blocks EWS/Fli oncoprotein-driven transcription; 0.67% of 350,000 active; A673 NR0B1-luciferase reporter, viability-normalised; AID 651661; inhibition, % at 12.6 µM;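 active = mean inhibition of at least 50% after viability correction, with every replicate also passing that limit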;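 note: firefly luciferase signal divided by Alamar Blue viability fluorescence both relative to DMSO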
RAD52 anneal inh = blocks human RAD52 DNA annealing; P43351; recombinant RAD52 DNA annealing, FRET fluorescence; inhibition, % at 18.7 µM; 0.46% of 360,000 active; AID 651710;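 active = every replicate showing at least 50% inhibition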
E-sel inducer = E-selectin induction on HUVECs; P16581; HUVEC E-selectin immunofluorescence imaging; normalized: neutral wells 0, TNF-alpha wells 100; activation, % at 7.58 µM; 0.37% of 260,000 active; AID 686992;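 active = mean E-selectin-positive cell signal at least 10% of the positive control, reached in at least 60% of replicates, without over 20% cell loss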;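 note: in these data hits start at about 27%; measured in HUVEC primary endothelial cells; signal is the percent of cells scored E-selectin positive by PE staining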
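Read-out basis: % PE-positive cells; Test system: HUVEC primary endothelial cells; Technique: immunofluorescence imaging; Dosing: single-point compound dose.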
The depositor's hits bear a star; x = not tested or not shown.

Screens in order – XiGFP reactiv	FN deposition inh	esBAF inh	RAD54 branch	S100A4 MyoIIA	EWS-Fli inh	RAD52 anneal inh	E-sel inducer
C[C@H](CO)N1C[C@H](C)[C@@H](CN(C)Cc2ccc(Cl)c(Cl)c2)Oc2ccc(NS(=O)(=O)c3ccccc3)cc2CC1=O
→ 0.0	-9	-3	-6	9	-8	64*	0.1
CC(=O)Nc1ccc(/C(C)=N/NC(=O)c2ccc(COc3ccccc3Cl)o2)cc1
→ 0.1	-5	3	-10	-6	21	-17	0.4
CN(C)C(=O)c1ccc(-c2ccc3c(c2)[C@@H]2[C@@H](CCN2Cc2ccc4c(c2)OCO4)[C@H](CO)N3)cc1
→ 0.2	0	3	4	12	16	-106	0.2
CC(=O)N1CCN(C(=O)/C(C#N)=C/c2ccc3c(c2)OCO3)CC1
→ 0.0	0	-14	6	-12	-1	-14	x
COc1cccc(NC(=O)N2CC(=O)N3[C@H](CO)[C@@H](c4ccc(C#CC5CCCC5)cc4)[C@H]3C2)c1
→ 0.1	4	x	x	-9	x	-14	-0.1
Cc1c(Cc2ccccc2)c(=O)n2c([nH]c3ccccc32)c1C#N
→ -0.2	-7	-14	-23	-4	18	-19	x
CCCOc1ccc(N2C(=O)CC(N(Cc3ccco3)C(=O)CC)C2=O)cc1 (stereo unspecified)
→ 0.1	-1	x	-1	-1	4	-8	0.2
CCCCN(C)C(=O)c1nc2ccccn2c1CN1CCN(c2cnccn2)CC1
→ 0.1	13	x	-3	-3	4	-14	x
COc1ccc(-c2ccc3c(c2)O[C@H](CN(C)C)[C@H](C)CN([C@@H](C)CO)S3(=O)=O)cc1
→ 0.0	0	-1	4	-5	-8	9	0.6
Cc1cc(F)ccc1S(=O)(=O)Nc1ncnc2sc3c(c12)CCC3
→ 0.0	-1	x	x	-3	-4	1	x
O=C(OCC(=O)c1ccc(Cl)s1)c1cnccn1
→ 0.1	x	10	1	1	8	-5	1.1
CN(c1ccc(C(=O)NC2CCCCC2)cc1)S(=O)(=O)c1ccccc1
→ 0.1	-4	4	-16	-8	x	-3	x
CO[C@H]1CN(C)C(=O)c2ccc(NC(=O)Nc3cccc(F)c3)cc2OC[C@@H](C)N(C(C)=O)C[C@H]1C
→ 0.3	-4	3	0	-6	-2	-4	0.0
C/C(=C\c1ccccc1)C(=O)N1CCN(Cc2ccc3c(c2)OCO3)CC1
→ 0.2	4	-7	9	-2	11	-8	0.1
COc1ccc(-c2cn[nH]c2-c2ccc(OCc3ccc(F)cc3)cc2O)cc1OC
→ -0.2	12	x	-6	6	10	-1	x
O=C(/C=C/c1cccc(Cl)c1)OCC(=O)c1ccc[nH]1
→ -0.2	-8	4	0	-3	4	-57	-0.1
Cc1ccc(OCC(=O)OC2CCCN(C)C2)cc1 (stereo unspecified)
→ 0.0	4	x	x	-3	-6	-3	0.2
CCCCNC(=O)CSc1nnc(-c2cccc(S(=O)(=O)N3CCOCC3)c2)o1
→ -0.4	-1	-3	-5	2	5	-9	x
CC(=O)c1cccc(NC(=O)COC(=O)CCC(=O)c2cccs2)c1
→ 0.2	-7	-7	-5	0	-1	-6	x
C[C@@H]1CN([C@H](C)CO)C(=O)Cc2cc(NC(=O)CCN3CCOCC3)ccc2O[C@@H]1CN(C)Cc1ccc(C(=O)Nc2ccccc2N)cc1
→ 0.1	x	x	x	-4	x	1	-2.8
CCOc1cc(C(C(=O)NCC2CCCO2)N(C(=O)Cn2nnc3ccccc32)c2ccc(C(C)=O)cc2)ccc1O (stereo unspecified)
→ 0.0	18	-3	x	-12	2	-6	x
O=C(NCCc1ccccc1)C1CCN(S(=O)(=O)N2CCCCCC2)CC1
→ -0.1	-1	3	7	-1	-11	1	x
OC(c1ccccc1)c1nccc2ccccc12 (stereo unspecified)
→ 0.1	-11	x	x	-10	3	-14	5.9
C[C@@H]1CN([C@H](C)CO)C(=O)c2cc(NC(=O)Nc3cccc4ccccc34)ccc2O[C@@H](C)CCCCO[C@H]1CN(C)Cc1ccc(Cl)c(Cl)c1
→ -0.4	x	x	x	-12	41	-4	0.1
COc1ccc(CN(C(=S)Nc2ccccc2)C2CC(=O)N(c3ccccc3)C2=O)cc1 (stereo unspecified)
→ 0.0	-2	x	-21	x	x	x	2.4
Cc1ccc(CN(C(=O)c2csnn2)C(C(=O)NC2CCCC2)c2cccnc2)cc1 (stereo unspecified)
→ 0.2	3	5	2	2	-1	-1	-0.1
C/C=C/c1ccc([C@H]2[C@@H](CO)N3CCCCN(C(=O)Nc4ccc(F)cc4)C[C@@H]23)cc1
→ 0.1	x	-1	-16	1	0	15	-0.5
CN1CCCCC(NC(=O)CCl)C1=O (stereo unspecified)
→ 0.0	-18	x	x	1	3	-31	-0.2
C[C@@H]1CN([C@@H](C)CO)C(=O)c2cc(NS(=O)(=O)c3ccccc3)ccc2O[C@@H]1CN(C)S(=O)(=O)c1ccc(Cl)cc1
→ -1.1	x	3	x	x	1	x	-0.2
C=CCNC(=O)C(=O)NCCOc1ccccc1Cl
→ 0.4	2	x	x	1	-1	-6	-0.2

Single values from the results shown:
In E-sel inducer, `C[C@@H]1CN([C@H](C)CO)C(=O)Cc2cc(NC(=O)CCN3CCOCC3)ccc2O[C@@H]1CN(C)Cc1ccc(C(=O)Nc2ccccc2N)cc1` is entered as -2.8
In RAD52 anneal inh, `Cc1ccc(OCC(=O)OC2CCCN(C)C2)cc1` (stereo unspecified) is entered as -3
In S100A4 MyoIIA, `O=C(/C=C/c1cccc(Cl)c1)OCC(=O)c1ccc[nH]1` is entered as -3
In esBAF inh, `CC(=O)Nc1ccc(/C(C)=N/NC(=O)c2ccc(COc3ccccc3Cl)o2)cc1` is entered as 3

Quoted at random: three compounds from above
Screens in order – XiGFP reactiv	FN deposition inh	esBAF inh	RAD54 branch	S100A4 MyoIIA	EWS-Fli inh	RAD52 anneal inh	E-sel inducer
C[C@@H]1CN([C@H](C)CO)C(=O)c2cc(NC(=O)Nc3cccc4ccccc34)ccc2O[C@@H](C)CCCCO[C@H]1CN(C)Cc1ccc(Cl)c(Cl)c1
→ -0.4	x	x	x	-12	41	-4	0.1
C/C(=C\c1ccccc1)C(=O)N1CCN(Cc2ccc3c(c2)OCO3)CC1
→ 0.2	4	-7	9	-2	11	-8	0.1
Cc1ccc(OCC(=O)OC2CCCN(C)C2)cc1 (stereo unspecified)
→ 0.0	4	x	x	-3	-6	-3	0.2

Carrying on.
Screens in order – XiGFP reactiv	FN deposition inh	esBAF inh	RAD54 branch	S100A4 MyoIIA	EWS-Fli inh	RAD52 anneal inh	E-sel inducer
CCCn1c(SCC(=O)NC(C)(C)C)nnc1-c1ccco1
→ 0.0	-5	-7	-8	-3	-4	-18	x
CCCCN1C(=O)CC(Sc2ccccc2C(=O)O)C1=O (stereo unspecified)
→ x	x	-3	6	21	6	2	x
O=C(Nc1nnc(S(=O)(=O)Nc2ccccc2)s1)C1CCCCC1
→ 0.0	-4	-89	-3	27	-1	-10	0.5
CC(=O)c1c(C)oc2c1cc(NS(=O)(=O)c1ccc(C(=O)O)cc1)c1ccccc12
→ 0.0	0	-7	-2	-6	16	-19	0.2
Cc1oc(C(C)(C)C)cc1C(=O)NCc1ccc2c(c1)OCO2
→ 0.2	-1	-3	9	-7	6	-11	-0.3
COc1ccc2c3c([nH]c2c1)[C@@H](CO)N(Cc1ccc(Cl)cc1)CC31CCN(Cc2ccccc2)CC1
→ 0.1	x	x	x	-8	-3	39	-0.8
COc1cc(OC)cc(C(=O)N2CCCC(Nc3ccc(F)cc3)C2)c1 (stereo unspecified)
→ 0.0	6	x	2	-7	x	-12	-0.1
CN1CCN(C(=O)C[C@H]2CC[C@@H]3[C@H](COC[C@H](O)CN3C(=O)Nc3ccc(Cl)cc3)O2)CC1
→ 0.0	-2	29	7	-5	-90	-4	0.1
C[C@@H]1CN([C@@H](C)CO)C(=O)c2cc(NC(=O)Nc3cccc4ccccc34)ccc2O[C@@H](C)CCCCO[C@@H]1CN(C)Cc1ccccc1
→ 0.0	3	-4	-3	-1	16	-11	x
CO[C@@H]1CN(C)C(=O)c2ccc(NC(=O)CC(F)(F)F)cc2OC[C@H](C)N(C(=O)C2CC2)C[C@@H]1C
→ -0.3	-7	x	x	-26	1	-44	-0.1
C[C@@H]1CN([C@@H](C)CO)C(=O)Cc2cc(NS(C)(=O)=O)ccc2O[C@H]1CN(C)S(=O)(=O)c1ccccc1
→ -1.4	-15	0	-5	-11	2	-10	-2.7
C/C(CC(=O)Nc1ccc2c(c1)OCCO2)=N\NC(=O)Cc1ccc(Cl)cc1
→ 0.3	3	-3	-7	-1	-4	-16	x
O=C(c1cccc(F)c1)N1CCCCN2[C@H](CO)[C@H](c3ccc(-c4ccncc4)cc3)[C@H]2C1
→ -0.1	x	x	8	34	-8	0	-0.3
COc1ccc(NC(=O)Nc2cccc3c2O[C@H](CN(C)C(=O)Nc2c(C)noc2C)[C@@H](C)CN([C@@H](C)CO)C3=O)cc1
→ -0.1	-2	6	6	3	-9	-1	0.0
N#Cc1ccc(OCC(=O)N2CCCC2=O)cc1
→ 0.0	3	-6	-6	-1	0	-5	x
C[C@@H]1CN([C@@H](C)CO)C(=O)c2cc(NC(=O)NC3CCCCC3)ccc2O[C@H]1CN(C)C(=O)Nc1ccc(C(F)(F)F)cc1
→ -0.2	x	12	-15	7	7	-59	0.0
O=C(NCc1ccc2c(c1)OCO2)C(=O)Nc1cc2c3c(c1)CC(=O)N3CCC2
→ 0.0	11	x	1	-3	8	-12	0.1
O=C(CC1CC1)N[C@@H]1CC[C@H](CCNS(=O)(=O)c2ccc(F)cc2)O[C@@H]1CO
→ 0.3	-3	-6	5	-1	5	-2	-0.1
C[C@H]1CN([C@@H](C)CO)C(=O)c2cccc(NS(=O)(=O)c3cn(C)cn3)c2O[C@@H]1CN(C)CC1CCCCC1
→ 0.3	-8	-3	-1	2	-1	17	-0.8
CC(Oc1ccc(F)cc1)C(=O)Nc1cccc(-c2nn[nH]n2)c1 (stereo unspecified)
→ 0.3	-17	3	-15	-4	1	-30	-3.6
CC(C)[C@H](NC(=O)OCc1ccccc1)C(=O)OCC(=O)c1ccccc1
→ 0.3	4	-11	5	-10	-49	-9	5.2
CS(=O)(=O)N(CC(=O)N1CCc2ccccc2C1)c1cccc(F)c1
→ 0.0	2	0	-19	-9	13	-2	x
COc1ccc2cc(-c3ccccc3)c(=O)oc2c1
→ 0.1	0	3	5	16	x	-6	x
CCOc1ccccc1C(=O)NCC(=O)OCc1csc(CC(=O)Nc2ccc(C)cc2)n1
→ 0.0	-4	56*	-5	7	-18	-77	-0.5
CCN(CC)C(=O)c1ccc(C(=O)c2ccccc2)cc1
→ x	x	20	-1	11	-19	-9	x
C[C@@H]1CN([C@H](C)CO)C(=O)CCCn2cc(nn2)CO[C@H]1CN(C)Cc1ccc(-c2ccccc2)cc1
→ 0.2	2	1	8	-5	4	5	0.0
NC(=O)c1ccccc1NC(=O)CN1CCN(Cc2ccc(Cl)cc2Cl)CC1
→ 0.0	1	12	-5	-3	8	-13	0.0
CCCN1[C@@H]2c3ccc(/C=C/c4ccccc4)c(=O)n3C[C@@H]2[C@@H](CO)[C@@H]1C(=O)N1CCOCC1
→ 0.0	x	0	-10	-1	5	-42	1.7
